# Screening results from PubChem BioAssay.
# CHX counter: affects cycloheximide protein synthesis inhibition readout, counter-screen; cell reporter, cycloheximide protein synthesis inhibition counterscreen; max response, %; 300,000 tested, 12% active; in the data active = max response mostly above about 13%, no sharp cut-off; inactive = mostly below about 14%; also: read at 38.3 µM for the half of the compounds with a filed dose; 0% is about no effect
# FBPA Giardia inh: inhibitors of Giardia lamblia fructose-1,6-bisphosphate aldolase; AID 2451; A8B2U2; 290,000 tested, 0.71% active; purified Giardia FBPA; Potency, µM (top dose mostly 59.6 µM), for inactives: at the highest dose activity, negative = inhibition, usual class: inhibitors; also: potency is read from the fitted curve at half-maximal effect; % is scaled to controls: 0 for no effect and ±100 for the full control effect; nearly all actives have a fitted effect of over 55% in size
# Target sequence (A8B2U2 whole entry, looked up): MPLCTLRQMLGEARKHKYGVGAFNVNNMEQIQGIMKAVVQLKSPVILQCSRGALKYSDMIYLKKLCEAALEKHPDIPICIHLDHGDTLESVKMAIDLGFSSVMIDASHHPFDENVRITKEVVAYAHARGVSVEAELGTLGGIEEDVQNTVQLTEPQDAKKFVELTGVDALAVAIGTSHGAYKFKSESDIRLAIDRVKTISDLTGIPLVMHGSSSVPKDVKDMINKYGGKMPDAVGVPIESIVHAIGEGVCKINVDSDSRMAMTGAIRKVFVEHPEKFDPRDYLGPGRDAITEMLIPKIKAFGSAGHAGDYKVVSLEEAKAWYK
#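 Giardia FBPA (40 nM reagent) was preincubated 10 min at RT with compound (up to 57.5 uM final), then substrate plus GAPDH/TPI/NAD/arsenate coupling system with diaphorase/resazurin was added; resorufin fluorescence (525/598 nm) was read after 20 min.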
# Pf growth 96h: P. falciparum growth inhibition at 96 hour, primary screen for plastid delayed-death inhibitors; P. falciparum luciferase reporter growth, 96 h; Potency, µM (titrated, usually from 28.7 µM), for inactives: top-dose activity change, negative = inhibition, actives largely listed as inhibitors; 320,000 tested, 6.9% active; AID 504834; also: potency is read from the fitted curve at half-maximal effect; % is scaled to controls: 0 for no effect and ±100 for the full control effect
#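 P. falciparum expressing integrated firefly luciferase, in erythrocytes at 2% hematocrit, 0.05% parasitemia, incubated with compounds 96 h at 37 C, 5% CO2. Growth inhibition read as loss of luminescence; two-generation exposure targets delayed-death apicoplast inhibitors.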
# Shiga inhibitor: inhibitors of Shiga toxin in Vero cells; Vero cells, Shiga toxin protein synthesis inhibition reporter; inhibition, % at 38.7 µM; 290,000 tested, 9.2% active; in the data active = inhibition mostly above about 28%, no sharp cut-off; inactive = mostly below about 43%; also: 0% is about no effect
# Pf growth 48h: P. falciparum growth inhibition at 48 hours (one generation) | 310,000 tested, 5.9% active | P. falciparum luciferase growth in erythrocytes, 48 h | Potency, µM (titrated, usually from 28.7 µM), for inactives: at the top dose activity change, negative = inhibition, most hits filed as inhibitors; also: potency is read from the fitted curve at half-maximal effect; % is scaled to controls: 0 for no effect and ±100 for the full control effect
#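 Luciferase-expressing parasites in RBCs, 2% Hct / 0.1% parasitemia final; RPMI 1640 + 0.5% Albumax; 37 C, 5% CO2, one generation; luminescence read-out, lower signal = inhibition.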
# Sm TGR block: inhibitors of Schistosoma mansoni thioredoxin glutathione reductase. 360,000 tested, 3% active. purified TGR, DTNB reduction, TNB absorbance 405 nm. Q962Y6. Potency, µM (titrated, usually from 114 µM), for inactives: at the top dose activity change, negative = inhibition, hits mostly inhibitors; also: potency is read from the fitted curve at half-maximal effect; % is scaled to controls: 0 for no effect and ±100 for the full control effect; nearly all actives have a fitted effect of over 60% in size
#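 TGR 20 nM + NADPH 100 uM (dispensed conc.), cpd preinc 15 min RT; start with NADPH (500 uM addition) then DTNB (15 mM addition). Kinetic TNB absorbance, 405 nm filter. Four-parameter Hill fit across titration.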
# * hit, by the source's call; ? = inconclusive; nt = not tested or not shown; & = joins results of further samples; [ ] = another dose, or the depositor's remark. Unless noted, calls follow the shape of the dose curve; as a rule, active = well fitted curve in the direction sought with a large enough effect; inconclusive = small, poorly fitted or top-dose-only effect, or another doubt; inactive = no such curve, though single readings can be large; an effect the other way counts as inactive or inconclusive.
# Start of the data: the first two records, to show the layout:
SMILES	Shiga inhibitor	Pf growth 96h	Sm TGR block	FBPA Giardia inh	Pf growth 48h	CHX counter
COc1ccc(C(=O)NN(c2ccccc2)c2ccccc2)cc1	-12	?	-20%	4%	?	-5
CCn1c(C)nc2cc(C(=O)NNC(=O)Nc3ccc(Cl)c(Cl)c3)ccc21	24	1%	-10%	10%	-1%	-2

# Main list (from the top)
SMILES	Shiga inhibitor	Pf growth 96h	Sm TGR block	FBPA Giardia inh	Pf growth 48h	CHX counter
COc1ccc(C(=O)NN(c2ccccc2)c2ccccc2)cc1	-12	?	-20%	4%	?	-5
CCn1c(C)nc2cc(C(=O)NNC(=O)Nc3ccc(Cl)c(Cl)c3)ccc21	24	1%	-10%	10%	-1%	-2
Cc1ccc(N2CCN(C3=NC(=O)/C(=C\c4cccs4)S3)CC2)cc1	-4	?	4%	-16%	?	3
COc1ccc(C(=O)NCc2ccc3c(c2)OCO3)cc1S(=O)(=O)NCc1ccc(Cl)cc1	-9	?	-8%	5%	-4%	-1
Cc1ccc(S(C)(=O)=O)cc1C(=O)NC(C)C1CC2CCC1C2 (configuration not stated)	-3	18%	13%	nt	24%	-5
Cc1nn(C)cc1CN(C)C(=O)c1cc(-c2ccccc2)nc2ccc(Br)cc12	-4	?	0%&1%	3%	-17%	5
COCCNC(=O)COC(=O)c1[nH]c(C)c(C(C)=O)c1C	-6	nt	-11%	2%	8%	-1
COc1cc(/C=C/C(=O)CC(=O)/C=C/c2ccc(O)c(OC)c2)ccc1O	56	?	?	?	?	50
Cc1ccc(NC(=O)Cn2cnc([N+](=O)[O-])c2)cc1C	9	?	-1%	1%	26%	3
C[S@@](=O)CCCCN=C=S	-12	nt	nt	-1%	nt	57*
O=C(CSc1nc2ccc(NC(=O)CSc3nnnn3-c3ccccc3)cc2s1)Nc1ccccc1	-84	?	5%	7%	-26%	4
COc1cccc(C2C(C(=O)c3cc4cccc(OC)c4o3)=C(O)C(=O)N2c2cc(C)on2)c1OC (configuration not stated)	12	42%[activator]	-24%	23%	?	-3
COc1cccc(N=c2oc3cc(O)ccc3cc2C(=O)NCC2CCCO2)c1 (configuration not stated)	65	?	2%[57.1 µM]	-5%	?	13*
CCOc1ccccc1N1C(=O)NC(=O)C(CCc2ccncc2)(CCc2ccncc2)C1=O	-7	?	-1%	0%	?	-1
Cc1cc(C(=O)NP(=O)(N2CCOCC2)N2CCOCC2)c(C)n1-c1ccc(N(C)C)cc1	21	?	-20%	-29%	?	1
CN1/C(=C\C(=O)COc2ccc3c(c2)OCO3)C(C)(C)c2ccccc21	11	-1%	-19%	-13%	?	11*
CC(C)(O)CC[C@@H](O)[C@](C)(O)[C@H]1CC[C@@]2(O)C3=CC(=O)[C@@H]4C[C@@H](O)[C@@H](O)C[C@]4(C)[C@H]3CC[C@]12C	-4	24%	4%	5%	nt	-2
O=C(CN1CCN(Cc2ccccc2Cl)C1=O)NC1CCCCCC1	18	?	1%	-3%	nt	15
Cc1cc(C)n(C(=O)CN2C(=O)CCC2=O)n1	-4	nt	1%	5%	5%	-1
S=C(NCCc1ccccc1)N/N=C/c1ccccc1Cl	-10	207%[activator]	1%	6%	18%	11*
Cc1ccn2c(=O)c(C(=O)NCCC3=CCCCC3)c(O)nc2c1	0	?	-19%	nt	-27%	16
NC(=O)c1ccccc1OC1CCC1	-9	12%	9%	-1%	8%	-1
CCNS(=O)(=O)c1ccc(CCC(=O)NCCC2=CCCCC2)cc1	-8	5%	6%	0%	-13%	-3
CCc1ccccc1NC(=O)c1ccc(S(=O)(=O)NCC2CCCO2)cc1 (configuration not stated)	-1	25%	4%	9%	19%	-3
CC(CCc1ccccc1)NC(=O)C(=O)NCc1ccccc1 (configuration not stated)	-4	20%	5%	5%	2%	-3
COc1ccc(C2CC(c3cccc(C)c3)n3ncnc3N2)cc1 (configuration not stated)	8	-4%	0%	1%	-3%	-4
Cc1cnc(C(=O)Oc2ccc(-c3ccccc3)cc2)cn1	-6	-26%	-4%	-5%	-7%	5
CC(C)n1nccc1N(Cc1ccc(Br)cc1)S(=O)(=O)c1ccccc1	11	5.2µM*	-2%	7%	13µM*	-5
Cc1cc(OCC(=O)NCc2nc(-c3ccccc3)no2)c(C)cc1Br	-11	80%[activator]	0%	4%	-3%	-4
CCC(C)[C@H](NC(=O)OC(C)(C)C)C(=O)N/N=C/c1ccc2nccnc2c1 (some centres not stated)	-4	nt	1%	2%	2%	-2
Cc1cc([N+](=O)[O-])ccc1NC(=O)C(C)[n+]1ccccc1 (configuration not stated)	2	12%	12%	0%	-19%	-2
Nc1ccccc1C(=O)NCCCN1CCOCC1	37	24%	1%	0%	nt	-2
COC(=O)CSc1nc(C)c(C(=O)Nc2ccccc2C)c(-c2ccc(Cl)cc2)c1C#N	10	?	-2%	4%	-2%	1
Cc1ccc(C2CC(=O)Nc3c2ccc2ccccc32)cc1[N+](=O)[O-] (configuration not stated)	-12	?	-1%	-10%	-30%	-7
CCCCCn1c(CN(C)Cc2ccccc2)nc2c1c(=O)n(C)c(=O)n2C	-8	8%[5.75 µM]	0%	7%	?	-3
COc1cccc(C(CC(=O)NCCN2CCOCC2)NS(=O)(=O)c2ccc(C)cc2)c1OC (configuration not stated)	1	?	1%	12%	10%	8
COc1ccc(C2CC(c3ccccc3)Nc3nc(N)nn32)cc1 (configuration not stated)	-13	-7%[5.75 µM]	7%	10%	12%	-3
CC(C)Cn1c(SCC(=O)NC2CCCc3ccccc32)nc(O)cc1=O (configuration not stated)	16	7%	-3%	2%	-19%	-4
CCCNC(=O)CS(=O)Cc1nc(-c2ccc(OC)cc2)oc1C (configuration not stated)	-8	15µM*	50µM*	7%	nt	-5
COCCNC(=O)/C(C#N)=C/c1cc(Br)c(O)c(OC)c1	1	5%	-16%	-23%	11%	-3
COC(=O)c1cc(S(=O)(=O)N2CCN(c3cc(C)ccc3C)CC2)c[nH]1	-10	?	-21%	-29%	?	2
COc1ccc(/C=C/CN2CCN(Cc3ccc(F)cc3)C(CCO)C2)cc1 (configuration not stated)	20	23%	-1%	0%	?	-2
COc1cc(/C=C2\SC(=O)N(Cc3ccc(Cl)cc3)C2=O)cc([N+](=O)[O-])c1O	-6	-23%	nt	-6%	?	-8
Cc1c(NC(=O)Nc2ccc(C#N)cc2)c(=O)n(-c2ccccc2)n1C	37	?	-26%&2%	4%	-21%[0.00184 µM]	-6
Cc1ccc2c(c1)N(CC(=O)N1CCCc3ccccc31)C(=O)CO2	-12	?	-6%	14%	-16%	-3
O=C1c2cc(O)cc(O)c2OC[C@@H]1c1ccc(O)c(O)c1	-7	nt	nt	-15%	nt	-4
COc1cc(C(=O)NCC(=O)OCC(=O)N2CCc3ccccc32)cc(OC)c1OC	21	52%[activator]	1%	18%	59%[activator]	5
Oc1cccc(/C=N/N2CCCCC2)c1O	96*	6%	?	-12%	76%[activator]	40*
CC(O)CCC(=O)NCCNC(=O)CCC(C)O (configuration not stated)	-5	1%	0%[11.4 µM]	7%	nt	-4
CCOC(=O)CSc1nnc(-c2ccoc2C)n1-c1ccc(OCC)cc1	-15	?	-30%	-1%	?	-6
Cc1cc(N/N=C/c2cccc(F)c2)nc(NCc2ccccc2)n1	65*	?	12%	-7%	?	20*
Cc1nc(NC(=O)C2CCCC2)sc1Cc1ccc2c(c1)OCO2	52	?	0%	-4%	?	22*
O=C(CN1C(=O)NC2(CCCc3ccccc32)C1=O)Nc1cc(F)ccc1F (configuration not stated)	nt	6%	1%	nt	-9%	nt
Cc1cc2c(cc1S(=O)(=O)N1CCN(c3cccc(C)c3C)CC1)OCCN2C	-2	?	-17%	7%	?	2
COc1cc(CCC(=O)Nc2ccc(S(=O)(=O)NC3=NCCCCC3)cc2)cc(OC)c1OC	16	10µM*	1%	0%	-29%	0
COc1ccc(CN2CCC(Oc3ccc(C(=O)N4CCCC4)cc3)CC2)c(F)c1	-13	?	-8%	nt	10%	-4
CCOc1cc(/C=C/c2cc(C(=O)O)c3ccccc3n2)ccc1O	3	61%[activator]	-8%	?	27%	0
CSc1ncccc1C(=O)OCn1nnc2ccccc2c1=O	11	0%	-33%	8%	11%	7
CNc1c(NS(=O)(=O)c2ccc(F)cc2)c(=O)oc2ccccc12	5	?	-5%	2%	7%	-3
Cc1cc(C(=O)CSc2ccc3c(c2)OCCO3)c(C)n1C1CC1	92*	77%[activator]	-29%	-10%	99%[activator]	67*

# Next part.
SMILES	Shiga inhibitor	Pf growth 96h	Sm TGR block	FBPA Giardia inh	Pf growth 48h	CHX counter
COc1ccc2c(c1)nc(NCCCO)n2Cc1ccccc1	-13	34%[activator]	-10%	-1%	56%[activator]	1
CC(C)C(NS(=O)(=O)c1cccs1)C(=O)N1CCC(C(N)=O)CC1 (configuration not stated)	nt	20%	-8%	nt	2%	nt
COc1ccc(OCC(=O)Nc2ccc3c(c2)nc(CCn2ccccc2=O)n3C)cc1	14	5.2µM*	1%	nt	?	5
O=C(Nc1ccc(N2CCCCC2)c(C(=O)O)c1)c1ccco1	15	?	-1%	2%	36%[activator]	7
CCC/C(=N\NC(=O)c1csc(C)c1C)c1cccs1	84*	nt	12%	0%	104%[activator]	36*
CN(C)CCNc1nc2c(c(=O)[nH]c(=O)n2C)n1CC(O)COc1ccc(Cl)cc1Cl (configuration not stated)	-6	?	1%	4%	?	11
CCCc1[nH]n(-c2ccc([N+](=O)[O-])cc2)c(=O)c1C=NCCCn1ccnc1	-29	14%	-8%[57.1 µM]	4%	13µM*	-1
COc1ccc(N(C(=O)c2ccco2)C(C(=O)NC2CCCC2)c2ccc(N(C)C)cc2)cc1 (configuration not stated)	-16	nt	0%	-2%	nt	1
Cc1cc(S(=O)(=O)NCCCn2ccnc2)c(C)cc1Cl	-4	?	4%	2%	?	-1
O=C(CSc1nnc(CNC(=O)c2ccco2)o1)NC1CCCC1	-12	?	0%	2%	26%	-2
CCCCN(C)CCNC(=O)C1CCN(S(=O)(=O)c2cccc3nsnc23)CC1	-13	38%[activator]	-6%	nt	-7%	-2
CN(C)C(=O)CSc1nnc(-c2cccs2)n1-c1ccccc1	-3	19%	3%	0%	57%[activator]	-1
COc1cc2c(cc1NC(=O)CSc1nnc(COc3ccc(Cl)cc3)n1C)oc1ccccc12	-6	2%	0%	-3%	?	-3
CN(C)c1ccc(C(=S)N2CCOCC2)cc1	42	?	4%	-3%	-1%	21
S=C(Nc1ccccc1Cl)N1CCCC(c2ccccc2)=N1	9	-6%	3%	-3%	24%	1
COCCN(Cc1ccc(C)c(Br)c1)C(=O)Cn1cnc(S(=O)(=O)N2CCCC2)c1	-8	?	5%	nt	7%	3
O=C(Cn1ncc2c3ccccc3n(Cc3ccccc3)c2c1=O)NCCCN1CCCC1=O	22	?	-20%	-3%	?	1
Cc1ccnc(NS(=O)(=O)c2ccc(NC(=O)Cc3ccccc3)cc2)n1	-1	0%	6%	13%	-20%	-4
O=C(COc1ccccc1)Nc1ccccc1F	nt	-21%	0%	1%	46%[activator]	33*
CCN(CC(=O)Nc1c(F)cccc1F)C(=O)c1csc2c1CCCC2	nt	2%	7%	nt	2%	nt
CCOc1cc(C2C(C(=O)OC)=CN(C3CCCC3)C=C2C(=O)OC)cc(Br)c1O	-10	?	56µM*	-11%	?	-2
